# High-throughput results (PubChem)
# GLS inh – glutaminase GLS (human) inhibition. Potency, µM (highest dose often 45.5 µM), inactives show at the highest dose activity change, negative = inhibition, actives largely listed as inhibitors. GLS enzymatic activity, qHTS titration. hit rate 0.21% among 410,000. AID 624170. O94925; active = well fitted inhibition curve with a large enough effect
# Target sequence (O94925 whole entry, looked up): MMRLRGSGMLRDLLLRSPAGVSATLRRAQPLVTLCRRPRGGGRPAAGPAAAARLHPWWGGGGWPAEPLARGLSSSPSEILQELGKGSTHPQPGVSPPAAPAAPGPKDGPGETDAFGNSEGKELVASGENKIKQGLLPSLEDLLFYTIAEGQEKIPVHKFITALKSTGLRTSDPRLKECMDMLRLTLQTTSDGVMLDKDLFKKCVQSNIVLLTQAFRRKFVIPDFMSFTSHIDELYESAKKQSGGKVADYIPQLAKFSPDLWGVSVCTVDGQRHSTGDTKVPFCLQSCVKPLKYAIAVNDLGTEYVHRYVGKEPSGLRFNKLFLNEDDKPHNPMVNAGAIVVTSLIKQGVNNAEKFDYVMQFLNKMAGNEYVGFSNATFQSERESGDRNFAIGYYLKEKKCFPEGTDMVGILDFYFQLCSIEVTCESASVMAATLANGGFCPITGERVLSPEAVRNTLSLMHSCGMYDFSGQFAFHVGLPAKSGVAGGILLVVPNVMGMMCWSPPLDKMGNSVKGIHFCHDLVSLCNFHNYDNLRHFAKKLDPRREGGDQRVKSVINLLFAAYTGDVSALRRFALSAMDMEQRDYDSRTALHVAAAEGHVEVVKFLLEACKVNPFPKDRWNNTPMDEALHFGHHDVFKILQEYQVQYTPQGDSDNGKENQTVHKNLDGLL
#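 Human kidney-isoform GLS in 45 mM KH2PO4 pH 8.2, 0.02% Tween-20, with compound, started with 1mM L-Glutamine (added stock). Glutamate oxidase/HRP/Amplex red coupled fluorescence read at start and after 30 min at RT.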
# * marks the source's active call; other numbers are inactive results; [ ] = dose if it differs, or a comment. % is set by controls: 0 for no effect and ±100 for the full control effect; potency is the fitted concentration of half-maximal effect. Not all compounds are listed. The share of hits here may be higher or lower than overall.
SMILES	GLS inh
CCc1nc2c(OCc3ccccc3C)cccn2c1N(C)C(=O)CC(C)C	0.9%
CCCS(=O)(=O)NC(=O)C1(C)CCCN(C(=O)c2c(F)ccc(C)c2F)C1 (configuration not stated)	-4.1%
FC(F)(F)c1ccccc1Cc1c(-c2ccccc2)nc2c3ccccc3ccn12	-3.5%
O=C(NCc1ccccc1)c1cc(C2CCCN(C(=O)C3CCCCC3)C2)on1 (configuration not stated)	1.2%
Cc1ncc(CO)c(CO)c1OCC(O)CN1CCN(c2ccc(F)cc2)CC1 (configuration not stated)	52.1%[activator]
COc1cccc(Nc2nc(C(N)Cc3ccc(Cl)cc3)cs2)n1 (configuration not stated)	12.5%
COC(=O)[C@]12CCCCC=C1N(CCC1=CCCCC1)C(=O)[C@H](CC(=O)NCc1ccccc1)C2	-1.5%
CS(=O)(=O)N1CCCCC1c1cc(C(=O)NCc2ccc(F)cc2)no1 (configuration not stated)	4.0%
CCc1nc2c(OCc3cccc(Cl)c3)cccn2c1N(C)C(C)=O	0.4%
Cn1c(NCc2ccccc2F)nc2cc(-c3cccc(Cl)c3)sc2c1=O	-2.6%
CCCCNC(=O)C1(C)CCCCN1C(=O)c1cc(C#N)cs1 (configuration not stated)	1.4%
Cn1nc(C(C)(C)C)cc1NC(=O)C1(C)CCN1C(=O)CC(c1ccccc1)c1ccccc1 (configuration not stated)	-0.9%
CCc1nc2c(OCCn3cccc3)cccn2c1N(C=O)Cc1ccccc1	1.5%
CC(=O)Nc1cc(-c2cccc(C(=O)N(C)C)c2)cn2c(-c3cccc(C(F)(F)F)c3)cnc12	-1.4%
CC(C)c1ccc(NC(=O)C2Cc3c(-c4cccc(F)c4)ccnc3O2)cc1 (configuration not stated)	-2.2%
CC1(C(=O)Nc2ccc(Cl)c(C(F)(F)F)c2)Cc2c(-c3ccccc3)ccnc2O1 (configuration not stated)	0.3%
COc1ccc(-c2cc3nc(NCc4ccc(C)cc4C)n(C)c(=O)c3s2)cc1OC	1.1%
CCCCn1nnnc1C1(C)CCC(=O)N1C1CC1 (configuration not stated)	-16.8%
COc1ccc(NC(=O)c2sc(=O)n(Cc3ccc(F)c(Cl)c3)c2C)cc1OC	8.4%
CN1CCN(c2ccc(CNC(=O)C3(C)Cc4c(-c5ccc(C(N)=O)cc5)ccnc4O3)cc2)CC1 (configuration not stated)	18.5%
COc1cc(C)ccc1S(=O)(=O)NC(=O)C1(C)CCN1C(=O)c1ccc(C(F)(F)F)nc1C (configuration not stated)	5.0%
COc1ccc(NC(=O)c2cc(-c3cc(Cl)ccc3OC)n[nH]2)c(OC)c1	-3.0%
O=C(CC[C@H]1O[C@@H](n2ccc(=O)[nH]c2=O)[C@H](O)[C@@H]1O)N[C@@H](Cc1ccccc1)C(=O)NCC1CCCO1 (some centres not stated)	-5.0%
CC(C)(O)C#Cc1ccc(N2C(c3ccsc3)=Cc3ccc(F)cc3C2c2c[nH]c3ccccc23)cc1 (configuration not stated)	4.9%
CCCC(=O)N1CCC1(C)C(=O)Nc1ncc(C(=O)OC)s1 (configuration not stated)	-0.5%
CCCCn1nnnc1C(c1cc2ccccc2o1)N1CCCN(C(=O)OC(C)(C)C)CC1 (configuration not stated)	-2.2%
CCCC[C@@H](CC)COC(=O)C[C@H](C(=O)OC[C@H](CC)CCCC)S(=O)(=O)O	-8.3%
CC(=O)Nc1cccc(-c2ccnc3c2CC(C)(C(=O)NCc2cccs2)O3)c1 (configuration not stated)	15.6%
CCCNC(=O)c1cc2c(c(-c3cccc(-c4ccc(F)cc4)c3)n1)[C@H](CCO)N(S(=O)C(C)(C)C)C2 (some centres not stated)	0.7%
CC1(C(=O)Nc2cnc3ccccc3c2)CCN1Cc1ccc2c(c1)OCCO2 (configuration not stated)	1.9%
CNc1cncc(-c2cccc(OC)c2F)n1	2.9%
CC(C)(C)c1ccc(C(=O)N2CCC2(C)C(=O)NCc2cccc3ccccc23)cc1 (configuration not stated)	-1.5%
CC(=O)c1cccc(-c2ccnc3c2CC(C(=O)Nc2cccnc2)O3)c1 (configuration not stated)	-3.8%
CC(C)CCN1C(=O)c2ccccc2C1c1nnnn1-c1ccc2c(c1)OCCO2 (configuration not stated)	-11.8%
CCOc1ccc(CCN2C(=O)C(=O)N([C@@H](Cc3ccccc3)CN3CCC[C@H]3CN3C(=O)C(=O)NC[C@@H]3Cc3ccccc3)C[C@@H]2Cc2ccc(O)cc2)cc1	-10.6%
CC(C)Nc1nc(-c2ccccc2CO)c2sccc2n1	1.2%

# In another format: entries from further up
GLS inh	SMILES
18.5%	CN1CCN(c2ccc(CNC(=O)C3(C)Cc4c(-c5ccc(C(N)=O)cc5)ccnc4O3)cc2)CC1 (configuration not stated)
5.0%	COc1cc(C)ccc1S(=O)(=O)NC(=O)C1(C)CCN1C(=O)c1ccc(C(F)(F)F)nc1C (configuration not stated)
-3.0%	COc1ccc(NC(=O)c2cc(-c3cc(Cl)ccc3OC)n[nH]2)c(OC)c1
-5.0%	O=C(CC[C@H]1O[C@@H](n2ccc(=O)[nH]c2=O)[C@H](O)[C@@H]1O)N[C@@H](Cc1ccccc1)C(=O)NCC1CCCO1 (some centres not stated)
4.9%	CC(C)(O)C#Cc1ccc(N2C(c3ccsc3)=Cc3ccc(F)cc3C2c2c[nH]c3ccccc23)cc1 (configuration not stated)
-0.5%	CCCC(=O)N1CCC1(C)C(=O)Nc1ncc(C(=O)OC)s1 (configuration not stated)
-2.2%	CCCCn1nnnc1C(c1cc2ccccc2o1)N1CCCN(C(=O)OC(C)(C)C)CC1 (configuration not stated)
-8.3%	CCCC[C@@H](CC)COC(=O)C[C@H](C(=O)OC[C@H](CC)CCCC)S(=O)(=O)O
15.6%	CC(=O)Nc1cccc(-c2ccnc3c2CC(C)(C(=O)NCc2cccs2)O3)c1 (configuration not stated)
0.7%	CCCNC(=O)c1cc2c(c(-c3cccc(-c4ccc(F)cc4)c3)n1)[C@H](CCO)N(S(=O)C(C)(C)C)C2 (some centres not stated)
1.9%	CC1(C(=O)Nc2cnc3ccccc3c2)CCN1Cc1ccc2c(c1)OCCO2 (configuration not stated)
2.9%	CNc1cncc(-c2cccc(OC)c2F)n1
-1.5%	CC(C)(C)c1ccc(C(=O)N2CCC2(C)C(=O)NCc2cccc3ccccc23)cc1 (configuration not stated)
-3.8%	CC(=O)c1cccc(-c2ccnc3c2CC(C(=O)Nc2cccnc2)O3)c1 (configuration not stated)

# Later entries.
SMILES	GLS inh
NC(CO)c1csc(Nc2ccc(C(=O)c3ccccc3)cc2)n1 (configuration not stated)	9.2%
CCNC(=O)C1(C)CCCN(Cc2ccc(-n3ccnc3)cc2)C1 (configuration not stated)	4.5%
OC(Cc1cccc(Br)c1)c1ncc(-c2cccc(C(F)(F)F)c2)[nH]1 (configuration not stated)	0.2%
CCNC(=O)C1CCCN(C(=O)c2ccc(OC)c(OC)c2)CC1 (configuration not stated)	2.9%
CCOc1ccc2nc(S(=O)(=O)NC(=O)C3(C)CCN3C(=O)c3c(C)noc3C)sc2c1 (configuration not stated)	9.9%
CC1(C(=O)NC2CCCCC2)CCC(=O)N1C1CCN(Cc2ccccc2)CC1 (configuration not stated)	6.3%
COCCCNC(=O)CC[C@H]1O[C@@H](n2cnc3c(NC(=O)c4ccccc4)ncnc32)[C@H](O)[C@@H]1O	3.9%
CC(C)S(=O)(=O)N1CCCC(c2cc(C(=O)NCc3cccnc3)no2)C1 (configuration not stated)	-2.4%
NC(=O)c1csc(-c2ccc(CO)o2)n1	1.5%
CNc1cncc(-c2cccc(C(C)=O)c2)n1	3.4%
Cc1c(C(=O)NCc2ccc([N+](=O)[O-])cc2)sc(=O)n1Cc1ccc2c(c1)OCO2	3.3%
CCOC(=O)[C@]12CCCC=C1N(Cc1ccc(Cl)cc1Cl)C(=O)[C@H](CC(=O)N1CCCCC1)C2	7.0%
Cc1ccc(Cn2cc(CN3CC(N(C)C)CS3(=O)=O)nn2)cc1 (configuration not stated)	-6.2%
O=C(/C=C/[C@H]1O[C@@H](n2cnc3c(NC(=O)c4ccccc4)ncnc32)[C@H](O)[C@@H]1O)N[C@@H](CO)Cc1c[nH]c2ccccc12	7.7%
CCOC(=O)C1CCCN(C(=O)c2ccc(OC)c(OC)c2)CC1 (configuration not stated)	0.8%
Cc1c(C(=O)Nc2cccc(Oc3ccccc3)c2)sc(=O)n1Cc1ccc(F)cc1	-11.8%
O=C(Nc1ccc(C(=O)N2CCCCC2)cc1)[C@H]1O[C@@H](n2ccc(=O)[nH]c2=O)[C@H](O)[C@@H]1O	19.0%
COCCNC(=O)C1(C)CCCN(Cc2sc(C)nc2C)C1 (configuration not stated)	-14.0%
Cc1c(C(=O)NCc2ccco2)sc(=O)n1Cc1ccc(S(C)(=O)=O)cc1	14.1%
CC1=C(C(=O)N(C(C)C)C(C)C)CC(CC(=O)NCc2ccco2)C(=O)N1Cc1ccccc1 (configuration not stated)	1.0%
CCCCOc1cccc2c(=O)n(CC(=O)Nc3ccc4c(c3)OCCO4)ccc12	-26.0%
OC(c1ccccc1)(c1nc(-c2cccc(C(F)(F)F)c2)cs1)C(F)(F)F (configuration not stated)	2.4%
CCCCNC(=O)C1c2ccccc2OCC(=O)N1C1CC1 (configuration not stated)	-0.4%
O=S1(=O)CC(N2CCN(CCO)CC2)CN1Cc1cn(Cc2ccc(F)cc2)nn1 (configuration not stated)	-6.2%
NC(c1csc(Nc2ccccn2)n1)C1CCCCC1 (configuration not stated)	2.1%
Cc1c(C(=O)N2CCCCCC2(C)C(=O)NCC(C)C)oc2ccccc12 (configuration not stated)	1.3%
CCOC(=O)[C@]12CCC=C1N(Cc1ccccc1)C(=O)[C@H](CC(=O)NCC13CC4CC(CC(C4)C1)C3)C2	-22.4%
O=C(NC(c1ccc(-c2ccccc2)cc1)c1cnccn1)C1CCN(Cc2ccc3c(c2)OCO3)CC1 (configuration not stated)	0.0%
O=C(Nc1ccc2c(c1)OCO2)c1cc(C2CCCCN2C(=O)CCc2ccccc2)on1 (configuration not stated)	-4.9%
OC(c1ccc(Cl)cc1)c1ncc(-c2cccc(C(F)(F)F)c2)[nH]1 (configuration not stated)	6.3%
CN(c1ccc([N+](=O)[O-])cc1)c1cc2c(c3c1ccn3C)C1CCC2C1 (configuration not stated)	6.8%
CN1OC[C@@H]2CN(C(=S)NCCc3ccccc3)[C@H](c3ccccc3Br)C[C@@H]21	-1.5%
COc1cc(OC)nc(C(NC(=O)C2CCN(Cc3ccc(N(C)C)cc3)CC2)c2ccc(F)cc2)n1 (configuration not stated)	37.2%[activator]
COc1ccccc1-c1cc(NC=O)c2ncc(-c3cccc(C(=O)N(C)C)c3)n2c1	9.9%
COc1cccc(CNC(=O)C2(C)CCCN2C(=O)C(C)C)c1 (configuration not stated)	-2.8%
O=C(Nc1nnc([C@@H]2O[C@H](CO)[C@@H](O)[C@H]2O)s1)Nc1cccc2c1CCCC2	-5.5%
OC(c1ccc(F)cc1)c1nc(-c2ccc(F)c(Cl)c2)cs1 (configuration not stated)	10.9%
CCCCn1nnnc1C1(C)CCC(=O)N1Cc1cccs1 (configuration not stated)	-6.3%
Cc1c(C(=O)NCc2ccc3c(c2)OCCO3)sc(=O)n1Cc1ccccc1F	1.0%
O=C(c1ccco1)N1CCN(C2CN(C3CCCC3)S(=O)(=O)C2)CC1 (configuration not stated)	2.5%
Cc1ccccc1Nc1nc(N)[nH]c(=O)c1N=O	30.9%[activator]
C[C@H]1COc2cccc(N3CCC[C@H]3CO)c2S(=O)(=O)N1	43.4%[activator]
O=C(Nc1ccncc1)c1cc(C2CCCCN2C(=O)CCc2ccccc2)on1 (configuration not stated)	5.0%
CC(CNC(=O)[C@@H](Cc1ccccc1)NC(=O)CC[C@H]1O[C@@H](n2ccc(=O)[nH]c2=O)[C@H](O)[C@@H]1O)c1ccccc1 (some centres not stated)	6.7%
COc1cccc(C=NN(C)c2c([N+](=O)[O-])cc(C(F)(F)F)cc2[N+](=O)[O-])c1O	4.2%
O=C(NCc1ccncc1)[C@@H]1CCCN1C(=O)[C@H]1CCCN1C(=O)c1cccc2ccccc12	0.8%
COc1cc(-c2cnc3c(NC=O)cc(-c4ccsc4)cn23)cc(OC)c1OC	-0.5%
CC(C)[C@@H]1Cc2[nH][nH]c(=O)c2[C@H](c2ccc(F)cc2)O1	0.4%
COC(=O)Cc1ccc(OC2(C)CCN(Cc3csc4ccccc34)C2)cc1 (configuration not stated)	7.3%
COC[C@@H]1CCCN1[C@H]1CS(=O)(=O)N[C@@H]1COCc1ccccc1	5.0%
C#CCn1c2ccccc2c(=O)n1C(C)CBr (configuration not stated)	-5.2%
CCOC(=O)[C@@](C)(N)Cc1ccc(O)c(O)c1	-7.8%
CCCCNS(=O)(=O)c1cccc(NC(=O)[C@@H]2O[C@H](CO)[C@@H](O)[C@H]2O)c1	-9.4%
CC(=O)NC(c1ccccc1)c1nc(-c2cccs2)cs1 (configuration not stated)	2.1%
CC(=O)OCC(=O)Nc1cc(C#N)cc(NC(=O)COC(C)=O)c1Cl	-0.5%
COCOc1ccc(-c2ncc(OC)nc2NC(=O)c2cc(C)oc2C)cc1	3.6%
CCc1nc2ccc(C(=O)Nc3ccc(OC)c(OC)c3)cn2c1N(C)Cc1ccc(N(C)C)cc1	22.5%
Fc1cccc(Cc2c(-c3cccc(Cl)c3)nc3c(Cl)cc(C(F)(F)F)cn23)c1	3.3%
O=C(Nc1nnc([C@H]2C[C@H](O)[C@@H](CO)O2)s1)NC(c1ccccc1)c1ccccc1	-3.2%
CC(OC(=O)c1ccc(S(C)(=O)=O)c([N+](=O)[O-])c1)C(=O)NC1C2CC3CC(C2)CC1C3 (configuration not stated)	-0.6%
c1ccc(-c2ccc3cnccc3n2)cc1	4.4%
CC(C)(C)c1cc(NC(=O)C2(C)CCN2C(=O)C2(c3ccccc3)CC2)no1 (configuration not stated)	1.2%
